From PubChem BioAssay
phage Ecoli inh: E. coli growth loss with phage present; growth absorbance; inhibition, % at 11.9 µM; hit rate 0.26% among 360,000; AID 651602; in the data active means inhibition above about 11%
PKA-R2B activ: activators of human PKA-R2B complex; P22694+P31323; PKA-R2B holoenzyme dissociation, Cy5-IP20 fluorescence polarization; R2B truncated from residue 108, S112A mutant; 0% DMSO only, 100% 113 µM cGMP; activation, % at 11.4 µM; hit rate 0.079% among 340,000;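 active means activation above a cutoff set at the mean over all compounds plus 3 SD, cut at about 18% in these data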;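 further: higher means more holoenzyme dissociation and a rise in polarization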
Target sequence (P31323 whole entry, looked up, other chains not shown, the tested form may be a part): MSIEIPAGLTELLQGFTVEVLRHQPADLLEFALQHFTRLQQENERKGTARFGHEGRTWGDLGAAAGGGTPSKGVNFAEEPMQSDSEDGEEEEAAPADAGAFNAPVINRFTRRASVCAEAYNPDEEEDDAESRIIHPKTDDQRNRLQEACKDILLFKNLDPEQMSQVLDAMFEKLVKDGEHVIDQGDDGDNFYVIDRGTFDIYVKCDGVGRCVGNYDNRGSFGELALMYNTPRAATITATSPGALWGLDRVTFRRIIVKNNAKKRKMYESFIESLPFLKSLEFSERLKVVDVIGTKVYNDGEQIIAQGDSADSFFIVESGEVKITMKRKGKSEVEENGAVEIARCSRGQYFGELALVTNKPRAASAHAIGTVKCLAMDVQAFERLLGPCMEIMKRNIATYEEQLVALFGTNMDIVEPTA
PKA-R1A activ: PKA-R1A complex activation | PKA-R1A dissociation, Cy5-IP20 fluorescence polarization; scaled: DMSO 0%, 113 µM cGMP 100% | activation, % at 11.4 µM | P00514+P68181 | hit rate 0.083% among 340,000;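 active means percent activation above the mean of all tested compounds plus 3 SD, cut at about 19% in these data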;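 further: higher means more PKAc released from R1A so a rise in polarization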
* marks the source's active call; other numbers are inactive results. A portion of the library; the hit share may differ from the screen's.

structure,phage Ecoli inh,PKA-R2B activ,PKA-R1A activ
CC1=C(C(=O)N(C)C)CC(CC(=O)NCCN2CCOCC2)C(=O)N1Cc1ccc(C(C)(C)C)cc1 (stereo not drawn),5.5,1,-3
C[C@H](O)[C@@H]1CN2CCc3c([nH]c4ccc(-c5ccc6c(c5)OCO6)cc34)[C@@H]2C[C@@H]1N(C)C(=O)Nc1ccc(F)cc1,4.5,0,6
CCCCCCCCCC1(CC(=O)OCC)SCCN1C(N)=O (stereo not drawn),2.2,-11,-5
COC(=O)c1cn(C)c2ccc(S(=O)(=O)N(C)C3CCCCC3)cc2c1=O,3.5,-1,6
Cc1ccc(Cc2c(-c3ccc(Cl)cc3)nc3ccc(Br)cn23)cc1,0.9,2,-10
Cc1cccc(NC(=O)c2ncn3c2C(=O)NC[C@H]3C)c1,2.3,5,-5
CC(C)(C)c1cc(NC(=O)COC(=O)c2ccccc2O)n(-c2ccccc2)n1,0.7,-4,2
O=C(CCCCCN1C(=O)c2cccc([N+](=O)[O-])c2C1=O)NCCc1ccccc1,2.3,-3,3
CCn1cc(/C=C(\NC(=O)c2ccccc2)C(=O)NCCCn2ccnc2)c2ccccc21,4.3,-10,11
C=CCCC(=O)N1C[C@H]2CON(C)[C@H]2C[C@H]1c1cccc(N2CCOCC2)c1,3.0,-2,1
CN(CC(=O)Nc1ccc(Cl)c(Cl)c1)CC(=O)N1CCc2ccccc21,3.2,10,3
COc1ccc(CN(C)C(=O)c2cc(-c3ccccc3)nc3ccc(C)cc23)c(OC)c1,2.1,0,-5
CCCNC(=O)N(C)C[C@@H]1Oc2ncc(-c3ccncc3)cc2C(=O)N([C@H](C)CO)C[C@@H]1C,1.4,8,-4
COc1ccc(C(=O)COC(=O)CCn2c(C)csc2=O)c(OC)c1,4.9,7,-1
C[C@@H]1CN([C@@H](C)CO)S(=O)(=O)c2ccc(Br)cc2O[C@H]1CN(C)Cc1ccccc1F,1.7,-10,-19
C[C@@H](O)C#Cc1ccc2c(c1)O[C@H](CN(C)C(=O)Nc1ccccc1)[C@@H](C)CN([C@@H](C)CO)S2(=O)=O,1.8,0,-2
O=[N+]([O-])c1ccc2cccnc2c1,1.6,-4,10
COCOCCn1cc(CN2CCS(=O)(=O)N(Cc3ccc(-c4ccc(C)cc4)cc3)C(CC(C)C)C2=O)nn1 (stereo not drawn),2.1,3,1
CC1(C)CC(=O)C=C(c2ccc(-c3ccc(S(C)(=O)=O)cc3)cc2)C1=O,-0.9,5,4
C[C@@H]1CN([C@@H](C)CO)C(=O)c2ccccc2-c2ccccc2CO[C@@H]1CN(C)S(=O)(=O)c1ccc(C(F)(F)F)cc1,2.6,11,0

Arranged by molar mass (lowest first): 11 of the compounds above
structure,phage Ecoli inh,PKA-R2B activ,PKA-R1A activ
COc1ccc(C(=O)COC(=O)CCn2c(C)csc2=O)c(OC)c1,4.9,7,-1
CC1(C)CC(=O)C=C(c2ccc(-c3ccc(S(C)(=O)=O)cc3)cc2)C1=O,-0.9,5,4
C=CCCC(=O)N1C[C@H]2CON(C)[C@H]2C[C@H]1c1cccc(N2CCOCC2)c1,3.0,-2,1
CN(CC(=O)Nc1ccc(Cl)c(Cl)c1)CC(=O)N1CCc2ccccc21,3.2,10,3
CC(C)(C)c1cc(NC(=O)COC(=O)c2ccccc2O)n(-c2ccccc2)n1,0.7,-4,2
O=C(CCCCCN1C(=O)c2cccc([N+](=O)[O-])c2C1=O)NCCc1ccccc1,2.3,-3,3
CCn1cc(/C=C(\NC(=O)c2ccccc2)C(=O)NCCCn2ccnc2)c2ccccc21,4.3,-10,11
CCCNC(=O)N(C)C[C@@H]1Oc2ncc(-c3ccncc3)cc2C(=O)N([C@H](C)CO)C[C@@H]1C,1.4,8,-4
C[C@@H]1CN([C@@H](C)CO)S(=O)(=O)c2ccc(Br)cc2O[C@H]1CN(C)Cc1ccccc1F,1.7,-10,-19
COCOCCn1cc(CN2CCS(=O)(=O)N(Cc3ccc(-c4ccc(C)cc4)cc3)C(CC(C)C)C2=O)nn1 (stereo not drawn),2.1,3,1
C[C@@H]1CN([C@@H](C)CO)C(=O)c2ccccc2-c2ccccc2CO[C@@H]1CN(C)S(=O)(=O)c1ccc(C(F)(F)F)cc1,2.6,11,0

Remaining list, next part
structure,phage Ecoli inh,PKA-R2B activ,PKA-R1A activ
O=C(c1ccco1)N1CCN(c2ncnc3scc(-c4ccc(Cl)cc4)c23)CC1,-1.6,-14,0
C[C@@H]1CN([C@H](C)CO)C(=O)c2cc(-c3ccc(F)cc3)cnc2O[C@H]1CN(C)C(=O)c1ccc(F)cc1,0.6,-11,0
Cc1ccc2cccc(CC(=O)NN)c2c1,-0.1,-5,4
CC(C)(C)Cc1c(-c2ccc(Br)cc2)nc2ccc(Cl)cn12,2.3,-1,-6
COCCNc1oc(/C=C/c2cccs2)nc1S(=O)(=O)c1ccccc1,1.9,1,15
O=C(C1CCCCC1)N1C[C@H](n2cc(-c3ccc(F)cc3)nn2)[C@@H](O)C[C@@H]1c1ccc(Cl)cc1,5.4,4,0
COc1cc(C(=O)NCC(c2cccs2)N2CCOCC2)ccc1OCc1ccccc1 (stereo not drawn),1.6,3,4
CCC/C=C/c1ccc(CN2C(C)C(=O)N(Cc3cn(CC4CCCCC4)nn3)CCS2(=O)=O)cc1 (stereo not drawn),0.2,11,9
O=C(CCNS(=O)(=O)c1ccccc1)OCc1ccc([N+](=O)[O-])cc1,3.1,-10,2
CC(=Cc1cccs1)C(=O)c1ccccc1,4.1,10,-3
CN1CCN(C(=O)C(=O)c2cn(CC(=O)N3CCOCC3)c3ccccc23)CC1,5.4,-3,0
O=C(Nc1cccc(C(=O)O)c1)/C(=C\c1ccc2c(c1)OCO2)NC(=O)c1ccccc1Br,4.1,2,-1
COCC1CCN(C(=O)c2ccc3nc(Cc4cccc(Cl)c4)oc3c2)CC1,2.7,2,2
O=C(NC1CC1)c1ccc(CSCc2ccc(Cl)cc2)o1,6.4,-8,-3
CCCn1c(N)c(N(CCOC)C(=O)COC(=O)COc2c(C)cc(C)cc2C)c(=O)[nH]c1=O,1.7,-2,-5
C[C@H]1CN([C@@H](C)CO)C(=O)CCCn2nncc2CO[C@@H]1CN(C)S(=O)(=O)c1ccc(-c2ccccc2)cc1,0.2,2,-2
COc1cccc(NC(=O)C2CCN(S(=O)(=O)c3ccc(N4CCCC4=O)cc3)CC2)c1,1.1,1,5
Cc1ccc(S(=O)(=O)N(C)C[C@@H]2OCc3cnnn3CCCC(=O)N([C@@H](C)CO)C[C@@H]2C)cc1,2.0,-6,5
COc1ccc(S(=O)(=O)N(C)C[C@H]2OCCCC[C@H](C)Oc3ccc(NC(=O)Nc4ccc(F)cc4)cc3C(=O)N([C@H](C)CO)C[C@H]2C)cc1,4.8,-10,8
N#Cc1ccc(OCC(=O)Nc2nc(-c3ccccn3)cs2)cc1,-5.9,2,9
CSC[C@H]1CN(Cc2cccnc2)C(=O)[C@@H]1CC(=O)Nc1ccc(Br)cc1,2.6,-3,1
CC(C)Cc1nnc(NC(=O)C2CCCN(C(=O)c3ccc(Cl)cc3)C2)s1 (stereo not drawn),2.2,-7,1
CCOC(=O)N1CCN(S(=O)(=O)N2CCCC(C(=O)NCc3ccccc3OCC)C2)CC1 (stereo not drawn),1.1,4,-1
CCc1ccc(N2CC(C(=O)N3CCN(S(=O)(=O)c4cccc(F)c4)CC3)CC2=O)cc1 (stereo not drawn),1.9,1,-8
CSc1ncnc2c1ncn2CCCNCC1CCCCC1,2.4,-2,-1
CCCCNC(=O)C(=O)Nc1ccc2c(c1)N(S(=O)(=O)c1cccs1)CCC2,-0.6,-7,-2
Cc1ccc([C@H]2C[C@H](O)[C@@H](n3cc(C4CC4)nn3)CN2Cc2cccs2)cc1,4.9,-12,-2
Cc1ccc(NC(=O)COC(=O)CN2CCSC2=O)cc1Cl,3.7,1,-6
Cc1ccn2c(Cc3ccccc3)c(-c3ccc(Br)cc3)nc2c1,2.0,6,-1
Cc1cc(C)c(S(=O)(=O)c2ccc(F)cc2)c(C)c1,1.5,-2,-4
Cn1sc2ccccc2c1=O,1.0,4,-17
Cc1cc(=O)n(Nc2ccccc2)c(O)c1C#N,1.0,6,4
C[C@@H]1CN([C@H](C)CO)C(=O)CCCn2cc(nn2)CO[C@H]1CN(C)C(=O)Nc1cccc(F)c1,4.6,-3,-7
CCN(CC)C(=O)C1CCCN(C(=O)c2ccc3nc(-c4cccc(OC)c4)oc3c2)C1 (stereo not drawn),-2.4,-2,12
Cc1ccc(S(=O)(=O)NCN2C(=O)c3ccccc3C2=O)cc1,0.6,10,-1
O=c1c(OCc2ccccc2)cccn1Cc1ccccc1,-0.4,-4,3
O=C(C[C@@H]1C[C@@H]2c3cc(NC(=O)C4CCC4)ccc3O[C@@H]2[C@@H](CO)O1)NCc1ccc(Cl)cc1,-0.1,-7,4
O=C(CCN1C(=O)NC2(CCCC2)C1=O)Nc1ccc(Sc2ccc(Br)cc2)cc1,2.9,-4,4
C(=NN=Cc1c[nH]c2ccccc12)c1c[nH]c2ccccc12,2.4,-9,-9
CN1CCn2cnc(C(=O)N3CCN(c4ccccc4)CC3)c2C1=O,4.5,-10,1
C[C@@H]1CN([C@@H](C)CO)C(=O)c2cc(C#CC3CCCCC3)cnc2O[C@@H]1CN(C)S(=O)(=O)c1ccc(F)cc1,-0.7,-3,-1
COc1ccc(/C=C2\SC(=O)N(CCCC(=O)Nc3ccc(C(=O)O)cc3)C2=O)cc1,1.3,-1,8
Nc1ccc2c(c1)[nH]c(=O)c1cc(N)ccc12,3.0,-7,3
O=C1NC(Cc2ccccc2)c2nc3ccc(Cl)cc3c(=O)n2-c2ncccc21 (stereo not drawn),3.1,-1,-3
COc1cccc(-c2cnc3c(c2)C(=O)N([C@H](C)CO)C[C@@H](C)[C@H](CN(C)C(=O)Nc2ccccc2F)O3)c1,1.5,2,-10
Cc1ccn2c(CC(C)(C)C)c(-c3ccc(F)cc3)nc2c1,4.1,-3,-16
CCCCCC(=O)N1C[C@H](O)[C@@H](n2cc(C3CC3)nn2)C[C@@H]1c1ccc(C)cc1,3.7,-10,1
CCOc1ccc2nc(N/C(N)=N/S(=O)(=O)c3ccc(C)cc3)nc(C)c2c1,2.0,-3,8
COc1cccc(C#CC2=CC(=O)C[C@H](c3ccc(F)cc3)C2)c1,3.7,-10,3
O=C(/C=C/c1ccc(F)cc1)Nc1cc(S(=O)(=O)N2CCOCC2)ccc1N1CCOCC1,1.4,4,9

More records follow:
structure,phage Ecoli inh,PKA-R2B activ,PKA-R1A activ
C[C@@H]1CN([C@H](C)CO)S(=O)(=O)c2ccc(-c3cccc(C#N)c3)cc2O[C@H]1CN(C)C(=O)Nc1cc(F)ccc1F,0.7,-5,-7
O=C(CN1CCN(C(=O)c2ccco2)CC1)Nc1cc(S(=O)(=O)N2CCCC2)ccc1Cl,0.5,-10,-4
CCOC(=O)C1=C(C#N)C(C(=O)OCC)c2ncccc21 (stereo not drawn),1.6,5,-6
COc1ccc(CC(=O)Nc2cc(S(=O)(=O)N3CCOCC3)ccc2N2CCCC2)cc1,1.8,8,-2
COc1ccc2oc(C(=O)OCC(=O)NC3CCS(=O)(=O)C3)c(C)c2c1 (stereo not drawn),0.2,1,-7
CC1=C(C(=O)Nc2cc(C(=O)N3CCN(c4ccc(Cl)cc4)CC3)ccc2C)SCCO1,1.8,0,1
CSc1ccc(CNC(=O)C2CCC(=O)N(CC3CCCCC3)C2)cc1 (stereo not drawn),1.1,11,4
COc1cccc(S(=O)(=O)N(C)C[C@H]2Oc3ncc(Br)cc3C(=O)N([C@H](C)CO)C[C@H]2C)c1,3.4,-9,3
Cc1noc(C)c1NC(=O)N(C)C[C@@H]1Oc2ncc(Br)cc2C(=O)N([C@@H](C)CO)C[C@@H]1C,2.0,0,-4
Cc1cccc(NC(=O)CSc2nnc3ccc(-c4cccnc4)nn23)c1,2.2,5,6
Cc1cc(C)cc(NC(=O)C2COc3ccccc3O2)c1 (stereo not drawn),1.6,-2,7
COCc1c(C(=O)NCC(c2ccco2)N2CCCC2)oc2ccccc12 (stereo not drawn),3.4,-6,-5
COc1cc(C(=O)N2CCN(C3=NS(=O)(=O)c4ccccc43)CC2)cc(OC)c1OC,3.2,-4,-8
C[C@H](CO)N1C[C@H](C)[C@H](CN(C)C(=O)NC2CCCCC2)Oc2ncc(Br)cc2C1=O,3.6,17,6
Cc1ccc(NC(=O)CCc2ccccc2)cc1C,2.5,-9,-8
COc1ccccc1NC(=O)N(C)C[C@H]1OCc2cnnn2CCCC(=O)N([C@@H](C)CO)C[C@H]1C,4.8,-5,-5
CC1=CC(=O)C2(C)C(C)=C(C)C12C (stereo not drawn),3.9,5,9
C[C@H](CO)N1C[C@H](C)[C@@H](CN(C)S(=O)(=O)c2ccc(-c3ccccc3)cc2)OCc2cn(nn2)CCCC1=O,2.3,10,6
CC1=C(C(=O)N2CCOCC2)CC(CC(=O)NCc2ccco2)C(=O)N1CCC1=CCCCC1 (stereo not drawn),-1.5,-8,-1
O=C(CCCCC(=O)NN=Cc1ccc2c(c1)CCC2)NN=Cc1ccc2c(c1)CCC2,1.8,6,16
CCN(CC(=O)NCc1cccs1)C(=O)/C=C/c1ccc(F)cc1,2.5,-1,-5
CNC(=O)C[C@H]1C(=O)N(c2ccccc2)C[C@@H]1C,1.4,6,-7

Arranged by heavy-atom count (falling): part of the list above
structure,phage Ecoli inh,PKA-R2B activ,PKA-R1A activ
COCc1c(C(=O)NCC(c2ccco2)N2CCCC2)oc2ccccc12 (stereo not drawn),3.4,-6,-5
CCN(CC(=O)NCc1cccs1)C(=O)/C=C/c1ccc(F)cc1,2.5,-1,-5
Cc1cc(C)cc(NC(=O)C2COc3ccccc3O2)c1 (stereo not drawn),1.6,-2,7
